Assay outcomes as filed in PubChem BioAssay.
VLA-4 inh = inhibition in a human VLA-4 binding assay | P13612 | VLA-4 expressing cells, ligand binding flow cytometry | inhibition, % (about 7 µM as worked out from the volumes in the protocol) | 330,000 compounds, 0.2% hits; in the data active = inhibition above about 50%
Target sequence (P13612 whole entry, looked up): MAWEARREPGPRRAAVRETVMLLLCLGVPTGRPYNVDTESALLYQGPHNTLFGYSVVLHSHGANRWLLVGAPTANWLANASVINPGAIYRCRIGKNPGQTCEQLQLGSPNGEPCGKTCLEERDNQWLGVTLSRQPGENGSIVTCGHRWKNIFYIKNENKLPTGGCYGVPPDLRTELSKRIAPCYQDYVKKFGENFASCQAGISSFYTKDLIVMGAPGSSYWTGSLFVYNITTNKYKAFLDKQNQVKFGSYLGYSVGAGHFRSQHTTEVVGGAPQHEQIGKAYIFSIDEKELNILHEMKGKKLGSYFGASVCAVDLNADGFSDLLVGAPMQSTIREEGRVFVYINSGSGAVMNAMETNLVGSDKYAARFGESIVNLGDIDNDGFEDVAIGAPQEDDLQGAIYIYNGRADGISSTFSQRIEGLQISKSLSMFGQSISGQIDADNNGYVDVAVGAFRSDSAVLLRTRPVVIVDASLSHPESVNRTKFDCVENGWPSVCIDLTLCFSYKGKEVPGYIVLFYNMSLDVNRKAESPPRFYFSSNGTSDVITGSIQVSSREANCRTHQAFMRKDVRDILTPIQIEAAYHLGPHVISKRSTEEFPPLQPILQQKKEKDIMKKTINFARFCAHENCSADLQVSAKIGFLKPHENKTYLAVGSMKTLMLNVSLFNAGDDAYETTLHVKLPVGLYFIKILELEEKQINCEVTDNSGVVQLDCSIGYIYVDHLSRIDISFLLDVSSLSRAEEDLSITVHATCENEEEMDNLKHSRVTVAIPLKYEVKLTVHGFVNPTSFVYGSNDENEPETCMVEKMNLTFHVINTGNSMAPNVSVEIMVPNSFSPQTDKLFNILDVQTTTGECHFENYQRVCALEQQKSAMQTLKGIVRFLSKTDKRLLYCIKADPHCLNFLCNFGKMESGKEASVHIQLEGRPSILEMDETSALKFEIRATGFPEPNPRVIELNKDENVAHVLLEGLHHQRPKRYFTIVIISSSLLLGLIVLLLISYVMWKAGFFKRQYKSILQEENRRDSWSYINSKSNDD
LAP4-GFP MLPCN = yeast TOR pathway LAP4-GFP modulation; GFP response vs DMSO, % at 10 µM; S. cerevisiae LAP4-GFP multiplex, flow cytometry GFP, 3 h; median GFP as percent of DMSO wells; 320,000 compounds, 0.34% hits;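 active = GFP response vs DMSO above a set limit, about the screen mean plus 3 SD, cut at about 150% in these data; inconclusive = under 70 cell events counted for the yeast strain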
GRK2 aptamer HTS = inhibitors of human GRK2 displacing RNA aptamer; P25098; AID 488847; inhibition of aptamer binding, % at 10 µM; 330,000 compounds, 0.59% hits; bead flow cytometry, FAM-aptamer displacement from GRK2;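 active = inhibition of aptamer binding above 40%, roughly 3 SD of noise, on plates passing a quality check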;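 also: median bead fluorescence of bound FAM aptamer so fluorescent compounds give negative values; no value below 0 was filed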
CIT2-GFP yeast = alters CIT2-GFP fluorescence in TOR pathway yeast screen; AID 2029; S. cerevisiae CIT2-GFP strain, flow cytometry, 3 h; 100 means same as DMSO wells; GFP response vs DMSO, % at 10 µM; 320,000 compounds, 0.065% hits;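 active = GFP response relative to DMSO above a set limit, near the screen mean plus 3 SD, cut at about 150% in these data; inconclusive = Fewer than 70 cells measured for a yeast strain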;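 also: ratio of well median GFP fluorescence to mean of DMSO wells on the plate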
RPL19A TOR yeast = alters RPL19A-GFP fluorescence in TOR pathway yeast screen | S. cerevisiae RPL19A-GFP strain, flow cytometry, 3 h; hits give low values | percent response vs DMSO, % at 10 µM | 330,000 compounds, 0.3% hits | AID 2025;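 active = percent response vs DMSO below 50%; inconclusive = fewer than 70 events counted for the yeast strain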;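 also: median channel GFP fluorescence of the barcoded RPL19A-GFP strain; ratio of sample median GFP to plate DMSO average so 100% = DMSO; lower means less RPL19A-GFP as with rapamycin TOR inhibition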
AGP1-GFP MLPCN = yeast TOR pathway AGP1-GFP modulation. S. cerevisiae AGP1-GFP multiplex flow cytometry, 3 h; GFP as percent of DMSO wells. GFP response vs DMSO, % at 10 µM. 320,000 compounds, 0.02% hits. AID 2066;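 active = GFP response relative to DMSO above a set limit, near screen average plus 3 SD, cut at about 150% in these data; inconclusive = fewer than 70 cells counted for the yeast strain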;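 also: median GFP channel fluorescence of the gated AGP1 strain per well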
MEP2-GFP yeast = modulators of TOR pathway MEP2-GFP in S. cerevisiae; AID 2016; GFP response vs DMSO, % at 10 µM; 330,000 compounds, 0.51% hits; S. cerevisiae MEP2-GFP strain, flow cytometry GFP, 3 h; 100% = DMSO control level;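 active = GFP response versus DMSO above a set limit, roughly screen mean plus 3 SD, cut at about 180% in these data; inconclusive = fewer than 70 cells counted for a yeast strain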;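 also: median GFP fluorescence of the barcode-gated MEP2-GFP cells per well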
JMJD2C inh = human JMJD2C demethylase inhibition | Q9H3R0 | GST-JMJD2C(1-420) H3K9me3 demethylation, DELFIA europium | inhibition, % at 2.35 µM | 330,000 compounds, 0.069% hits;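 active = more than half of a compound's replicate wells show inhibition beyond 50%, single wells judged on their own value; inconclusive = some, but no more than half, of replicates pass 50% inhibition; inactive = no replicate passes 50% inhibition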;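 also: signal counts dimethyl H3K9 product captured on neutravidin plate; 0% = median of DMSO wells and 100% = 0.3 times that DMSO median; strong numbers were not always called active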
* = called active by the depositor; i = inactive; ? = inconclusive; / = no result given; [ ] = another dose, or the depositor's remark.

VLA-4 inh,LAP4-GFP MLPCN,GRK2 aptamer HTS,CIT2-GFP yeast,RPL19A TOR yeast,AGP1-GFP MLPCN,MEP2-GFP yeast,JMJD2C inh,compound
2.6,99.0,2.0,103.9,107.8,112.7,113.8,8.9,Cc1cccc(C)c1Nc1nnc(SCC(=O)Nc2sccc2C#N)s1
9.5,102.8,0.0,87.3,96.8,89.5,96.2,-2.3,CCc1cc2c(SCC(=O)N3CCCC3=O)ncnc2s1
0.0,97.5,0.0,97.5,98.2,97.1,101.4,14.2,CC(C)C(=O)Nc1cccc(NC(=S)NC(=O)c2ccc([N+](=O)[O-])cc2)c1
-0.6,104.2,5.0,89.3,98.8,91.1,97.1,-5.4,COc1cc(/C=C/C(=O)C2C(=O)C=C(C)OC2=O)cc(OC)c1O (stereo unspecified)
-4.0,108.2,0.0,105.6,102.8,100.9,105.7,-7.3,O=C(N/N=C\c1cccnc1)C1c2ccccc2Oc2ccccc21
13.8,96.9,0.0,92.9,88.9,91.0,100.8,3.6,CCCCOC(=O)Nc1ccc(C(N)=O)cc1
1.8,99.4,2.0,88.0,93.9,94.5,98.5,-7.5,CC1CCCN(C(=O)C(=O)Nc2ccc3nc4n(c(=O)c3c2)CCCCC4)C1 (stereo unspecified)
4.4,96.2,3.0,102.6,105.5,103.2,101.6,8.2,COc1ccc(C2NC(=S)NC(O)(C(F)(F)F)C2C(=O)c2cccs2)cc1 (stereo unspecified)
13.1,89.5,0.0,97.2,88.3,84.2,88.3,21.0,Cc1ccc(-c2nc(SCC(=O)Nc3cc(S(=O)(=O)N4CCCCC4)ccc3Cl)n[nH]2)cc1
5.0,105.4,2.0,89.6,101.8,102.2,104.4,14.1,N#CCSc1nnc(COc2ccc3ccccc3c2)o1
7.8,102.1,2.0,97.3,97.8,103.3,100.8,-15.1,O=C(NNC(=O)C12CC3CC(CC(C3)C1)C2)c1ccccn1
24.5,97.6,0.0,98.0,101.5,103.5,99.5,0.5,Nc1nnc(SCC(=O)NC23CC4CC(CC(C4)C2)C3)s1
4.2,106.9,3.0,/,102.9,103.0,105.4,2.9,Cc1ccc(NCCC(=O)c2ccc(Br)cc2)cc1
-21.5,71.6,0.0,109.2,112.1,92.7,100.1,4.9,CC(CN1CCC(n2nccc2NC(=O)CCCc2ccccc2)CC1)c1ccccc1 (stereo unspecified)
8.5,101.2,5.0,101.8,97.3,110.8,95.6,-0.7,COCCn1c(-c2ccc(Br)cc2)csc1=Nc1cccnc1
6.6,103.8,3.0,100.1,101.2,95.5,103.5,-30.9,C=CCc1cc(C)ccc1OCCOCCC(C(=O)OCC)C(=O)OCC
-0.5,111.0,0.0,90.1,100.3,104.0,107.9,1.2,O=C(NCSc1ccnc(SCNC(=O)c2ccc(F)cc2)n1)c1ccc(F)cc1
17.2,88.3,0.0,94.7,94.5,87.6,99.0,-14.9,CCOC(=O)C1(CCCc2ccccc2)CCN(Cc2nccn2CC)CC1
-6.0,95.0,0.0,99.2,95.1,96.9,99.8,-7.2,C/C(=N\NC(=O)c1cccc(S(=O)(=O)N2CCCC2)c1)c1ccc(F)cc1
8.2,98.4,4.0,98.5,105.5,103.2,106.8,-4.7,O=C(CN1C(=O)COc2ccccc21)N1CCOCC1
-0.1,100.2,0.0,96.6,95.0,96.9,93.9,-12.1,O=C(COC(=O)c1ccc(F)cc1Cl)NC1CCCCCCC1
7.2,234.2*,0.0,87.4,87.2,97.1,106.5,0.2,CC1=C/C(=N\OS(=O)(=O)c2ccccc2)C(C)=CC1=O
-1.3,107.1,1.0,109.6,95.5,102.3,96.7,-4.9,Cc1ccc(NC(=O)Cc2ccc3c(c2)OCCO3)cc1S(=O)(=O)N1CCCCC1
5.8,92.0,31.0,109.7,103.4,103.9,110.1,-6.6,CC(C)C(NS(=O)(=O)c1ccc2c(c1)Cc1cc(S(=O)(=O)NC(C(=O)O)C(C)C)ccc1-2)C(=O)O (stereo unspecified)
2.6,97.2,0.0,100.8,102.9,103.5,103.1,-0.1,Brc1ccc(-n2c(SCc3nc4ccccc4[nH]3)nnc2-c2ccncc2)cc1
0.0,113.3,2.0,93.3,97.7,99.0,94.6,-5.4,COc1ccccc1NC(=O)C(=O)N(c1cccnc1)C(C(=O)NC(C)(C)C)c1ccccc1F (stereo unspecified)
-0.6,92.7,0.0,90.7,101.3,85.2,106.1,-7.7,CCCCCOc1ccc(NC2=CC(=O)CCC2)cc1
-9.8,99.1,1.0,91.6,99.6,97.0,89.6,-14.5,O=C(/C=C/c1ccc([N+](=O)[O-])cc1)NCc1ccco1
-2.1,105.2,0.0,117.2,113.9,114.1,105.5,4.1,CCOC(=O)C(NC(C)=O)C(OC(C)=O)c1cccc([N+](=O)[O-])c1 (stereo unspecified)
-5.0,106.8,1.0,100.2,105.4,105.6,106.0,-28.5,CCC(C(=O)Nc1c[nH]c(=O)[nH]c1=O)c1ccccc1 (stereo unspecified)
-2.2,101.5,0.0,106.4,97.7,97.7,99.3,5.6,COc1ccc(OC)c(-c2cc(C(=O)NCc3cccs3)no2)c1
2.3,93.3,1.0,107.8,99.5,100.8,107.2,1.2,Cc1c(C(=O)OCC(=O)NC(=O)NC2CCCCC2)cccc1[N+](=O)[O-]
8.0,98.7,0.0,102.0,99.7,101.5,105.3,-0.5,CCOc1ccccc1-c1nc(CN(Cc2cnn(C)c2)C(C)C)c(C)o1
6.2,97.1,1.0,97.6,99.1,92.2,104.4,-1.5,Cc1ccc(C(=O)O)cc1S(=O)(=O)N1CCC(C(=O)O)CC1
1.9,103.9,0.0,108.2,114.1,114.5,110.7,-7.3,Cc1ccc(NC(=O)CSc2n[nH]c(N)n2)cc1S(=O)(=O)N1CCOCC1
-7.2,86.7,3.0,102.4,95.5,95.2,93.8,?,Cc1cc(=O)oc2c(C)c(OCC(=O)N3CCN(C(=O)C4COc5ccccc5O4)CC3)ccc12 (stereo unspecified)
-6.3,109.4,0.0,110.6,101.7,104.3,100.4,-2.5,O=C(Nc1ccc(F)cc1)c1sccc1SCc1cccc(C(F)(F)F)c1
-14.1,106.3,1.0,87.2,95.2,85.6,90.5,6.7,CCOc1cc2c3c(c1)C(C)CC(C)(C)N3C(=O)C2=O (stereo unspecified)
-6.3,102.6,4.0,111.6,96.5,101.7,107.1,11.8,COc1cccc2cc(C(=O)NCCN3CCOCC3)oc12
2.8,113.2,1.0,97.6,96.3,105.9,102.4,/,CCN(c1ccccc1)S(=O)(=O)c1ccc(OCC(=O)N2CCCC2)cc1
3.6,125.7,4.0,67.5,94.4,77.7,90.5,0.4,CCOC(=O)C1=C(C)N(CCCC(=O)O)C(=O)NC1c1cc2ccccc2c2ccccc12 (stereo unspecified)
9.6,92.7,4.0,93.4,95.7,96.8,99.6,i,O=C(NC1CCCC1)c1ccc(S(=O)(=O)N2CCCC2)cc1
-6.4,92.7,0.0,90.9,95.2,98.2,96.8,10.6,CCOc1ccc(S(=O)(=O)Nc2cc(Sc3ncn[nH]3)c3oc(=O)sc3c2)cc1
19.9,113.4,0.0,90.5,92.3,103.3,93.5,-2.3,CCOC(=O)c1nc(S(C)(=O)=O)ncc1Cl
8.1,91.0,2.0,95.3,92.1,95.6,90.4,0.8,CCCOc1ccc(S(=O)(=O)NCc2ccc(OC)cc2)cc1
2.5,101.2,1.0,98.4,101.6,110.5,103.7,/,CCN1C(=O)[C@H]2[C@@H](c3ccc(-c4cc(C(C)=O)cs4)cc3)N[C@@](Cc3ccccc3)(C(=O)OC)[C@H]2C1=O
-2.6,85.0[may fluoresce violet],1.0,?,/,?,248.4*[may fluoresce violet],4.1,N#Cc1c(N)c(C(=O)c2ccc(Cl)cc2)n2c1CCC2
4.8,90.2,6.0,102.3,107.4,100.2,103.3,-1.1,C/C(=C/C(=O)O)C(=O)Nc1cccc(C(F)(F)F)c1
16.0,102.0,0.0,91.0,94.1,/,96.5,-3.4,O=C(COC(=O)c1cccnc1Cl)c1ccc(Cl)cc1Cl
4.9,117.6,1.0,87.0,97.7,90.5,93.5,15.8,CCCC(=O)Nc1nc2ccc(OCC)cc2s1
-2.1,91.2,1.0,98.2,94.8,94.3,98.0,4.9,CC(C)(C)[C@H]1CCC(=O)N([C@H](CC#N)Cc2ccccc2)CC1
-0.2,94.0,0.0,97.6,98.9,99.5,96.8,17.7,Cc1cc(SCC#N)nc2ccccc12
-6.0,100.1,2.0,117.6,109.3,111.1,109.5,2.0,CC(C)Cn1cc(C(=O)N2CCN(c3ccccn3)CC2)c2c3ccccc3n(C)c2c1=O
21.3,76.9,2.0,83.6,90.2,/,88.6,13.8,c1ccc2oc(SCc3cn4ccsc4n3)nc2c1
-2.3,92.8,0.0,100.8,84.7,100.2,102.4,-2.4,CC(=O)Nc1ccc(S(=O)(=O)NCCC(=O)Nc2ccc(C)cn2)cc1
18.2,85.9,1.0,94.8,99.2,93.1,98.3,10.3,C=CCNC(=O)NC(=O)COC(=O)CC(NC(N)=O)c1ccc(Cl)cc1 (stereo unspecified)
3.9,102.4,2.0,98.5,96.1,104.5,100.3,-13.0,COC(=O)c1cc(S(=O)(=O)NC2CCCCC2)cn1C
-0.4,96.0,1.0,92.9,97.2,95.7,96.9,-15.1,C/C(CC1(O)C(=O)N(C)c2ccccc21)=N\O (stereo unspecified)
11.0,98.3,0.0,100.8,105.5,102.1,106.4,14.0,O=C(OCc1ccc([N+](=O)[O-])cc1Cl)c1cnccn1
-7.6,93.5,11.0,109.0,110.0,107.2,102.2,10.6,CC1=C(C(=O)OCCC#N)C(c2cc3c(cc2Br)OCO3)NC(=O)N1 (stereo unspecified)

(further entries)
VLA-4 inh,LAP4-GFP MLPCN,GRK2 aptamer HTS,CIT2-GFP yeast,RPL19A TOR yeast,AGP1-GFP MLPCN,MEP2-GFP yeast,JMJD2C inh,compound
13.0,107.3,5.0,102.8,99.8,101.3,99.1,5.8,Cc1cc(OCC(=O)NCc2ccccn2)c2c(C)c(Cc3ccccc3)c(=O)oc2c1
4.5,97.5,0.0,102.0,103.1,95.2,101.8,0.0,Nc1ccc(S(=O)(=O)N2CCCC2C(=O)O)cc1 (stereo unspecified)
-14.5,116.2,0.0,109.9,113.4,98.7,114.4,3.8,CCSc1nnc(NC(=O)c2ccccc2)s1
0.1,97.6,2.0,94.2,99.1,99.7,100.0,3.0,O=C(CN1C(=O)NC2(CCCCC2)C1=O)N1CCc2ccccc2C1
8.8,106.3,0.0,98.7,104.4,104.3,113.8,9.0,CCOC(=O)N1CCN(c2ncnc3scc(-c4ccc(Cl)cc4)c23)CC1
8.9,98.0,0.0,108.4,100.0,102.5,100.8,-46.9,Cc1cc(C)cc(N2CC34C=CC(O3)C(C(=O)OCC(=O)NCc3ccco3)C4C2=O)c1 (stereo unspecified)
-12.4,97.2,2.0,104.1,99.3,104.7,103.0,2.6,CCOC(=O)N1CCN(C(=O)c2c(-c3ccccc3)noc2C)CC1
0.0,112.4,0.0,86.1,99.2,93.2,106.1,2.6,CC(=O)N1CCOCCOCCN(C(C)=O)CCOCC1
4.1,111.2,3.0,110.0,101.7,94.4,94.9,9.6,O=c1[nH]c2ccccc2cc1-c1nnn(-c2ccccc2)n1

Two records picked at random from those above:
VLA-4 inh,LAP4-GFP MLPCN,GRK2 aptamer HTS,CIT2-GFP yeast,RPL19A TOR yeast,AGP1-GFP MLPCN,MEP2-GFP yeast,JMJD2C inh,compound
-14.5,116.2,0.0,109.9,113.4,98.7,114.4,3.8,CCSc1nnc(NC(=O)c2ccccc2)s1
4.5,97.5,0.0,102.0,103.1,95.2,101.8,0.0,Nc1ccc(S(=O)(=O)N2CCCC2C(=O)O)cc1 (stereo unspecified)
